p53null 32C tox = p53 null cell cytotoxicity, permissive temperature. H1299-neo p53 null cells, ATP luminescence, 24 h, 32C. Potency, µM (doses to about 46.1 µM), without a hit: at the highest dose activity change, negative = cytotoxicity, most hits filed as cytotoxic. 0.62% of 55,000 active. AID 903;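 further: potency means the concentration at half of the fitted maximal effect; 0% = DMSO only and -100% = full killing by 100 µM tamoxifen; nearly all actives have a fitted effect of over 55% in size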
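Luminescent ATP readout gave cell viability of p53-null H1299-neo cells after a 24 h compound exposure at the permissive 32C. Titrations ran up to 46 uM, and AC50s were fitted with the standard Hill equation.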
PTAP-TSG101 blk = blocks PTAP binding to human TSG101, validation; AID 1347069; Fluorescence polarization, FITC-PTAP peptide/Tsg101, 20 min; Potency, µM (top dose mostly 115 µM), inactives show at the highest dose activity change, negative = inhibition, actives largely listed as inhibitors; 44,000 tested, under 10 active; further: potency means the concentration at half of the fitted maximal effect; 0% is about no effect
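Fluorescence polarization: Tsg101 binding domain (10 uM final) in 10 mM HEPES pH 7.5, 0.15 M NaCl, 0.01% Tween 20, 3 mM EDTA, 0.1 mM TCEP; compounds pinned; FITC-PTAP peptide 50 nM final; 20 min, r.t.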
NTMT1 inhibitor = NTMT1 methyltransferase inhibition; NTMT1 MTase-Glo SAH luminescence, purified enzyme; AID 1645870; 2.5% of 59,000 active; Potency, µM (titrated, usually from 114 µM), for inactives: at the highest dose activity change, negative = inhibition, actives largely listed as inhibitors;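 further: potency means the concentration at half of the fitted maximal effect; plate controls were DMSO vehicle for no effect and no enzyme for full effect; nearly all actives have a fitted effect of over 65% in size; many of its hits are not listed in these tables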
Target sequence (Q9BV86 whole entry, looked up): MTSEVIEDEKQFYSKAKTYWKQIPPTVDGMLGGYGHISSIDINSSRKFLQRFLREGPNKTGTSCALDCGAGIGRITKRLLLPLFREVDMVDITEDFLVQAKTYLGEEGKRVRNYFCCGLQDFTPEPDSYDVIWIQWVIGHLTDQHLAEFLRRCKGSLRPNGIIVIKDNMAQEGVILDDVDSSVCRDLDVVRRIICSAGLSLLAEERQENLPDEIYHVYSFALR
GALK inh = GALK (human) enzyme inhibition | Potency, µM (doses to about 57.5 µM), without a hit: top-dose activity, negative = inhibition, actives largely listed as inhibitors | recombinant GALK, Kinase-Glo ATP luminescence, 1 h | 44,000 tested, under 10 active | AID 1347072;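 further: plate controls were full GALK reaction for no effect and reaction lacking GALK for full effect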
Target sequence (P51570 whole entry, looked up): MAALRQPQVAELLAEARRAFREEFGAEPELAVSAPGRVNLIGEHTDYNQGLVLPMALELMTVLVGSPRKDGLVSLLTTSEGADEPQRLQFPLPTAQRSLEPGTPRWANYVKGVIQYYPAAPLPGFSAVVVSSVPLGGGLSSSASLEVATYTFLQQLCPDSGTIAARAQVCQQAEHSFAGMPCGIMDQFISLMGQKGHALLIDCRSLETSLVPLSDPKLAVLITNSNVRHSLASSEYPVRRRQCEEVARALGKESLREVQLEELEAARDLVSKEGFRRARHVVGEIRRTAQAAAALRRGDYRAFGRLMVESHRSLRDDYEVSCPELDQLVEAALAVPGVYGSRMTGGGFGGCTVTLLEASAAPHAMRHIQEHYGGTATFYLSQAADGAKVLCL
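Luminescent ATP-depletion readout (Kinase-Glo Plus) after 1 h room-temperature incubation of human GALK (5 nM) with galactose 100 µM and ATP 35 µM, pH 8.0 HEPES/Mg2+ buffer; compounds tested in qHTS format.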
FH mod = Identification of activators of human fumarate hydratase by quantitative high-throughput screening. Fumarate hydratase, mitochondrial (Homo sapiens), P07954. FH coupled MDH/diaphorase resazurin fluorescence, 15 min. Potency, µM (highest dose often 79.9 µM), without a hit: top-dose activity change, negative = inhibition, hits mostly inhibitors. 0.22% of 54,000 active. AID 1347055, 2019; further: potency means the concentration at half of the fitted maximal effect; on the % scale 0 is the no-effect control and ±100 the full control effect; the screen sought activators but most active calls are inhibition curves; nearly all actives have a fitted effect of over 45% in size
p53null 39C tox = kills p53 null cells at the nonpermissive temperature; H1299 p53-null (neo) cells, 39C, ATPlite viability, 24 h; AID 904; Potency, µM (series often up to 46.1 µM), inactives show at the top dose activity, negative = cell killing, hits mostly cytotoxic; 0.97% of 55,000 active;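 further: potency means the concentration at half of the fitted maximal effect; 0% = DMSO only and -100% = full killing by 100 µM tamoxifen; nearly all actives have a fitted effect of over 50% in size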
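Luminescent ATP signal reported cell survival after H1299 lines (neo, p53 null; or p53 A138V) received up to 46 uM compound and 24 hr incubation at 39C.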
B2AR arrestin ag = agonists recruiting beta-arrestin to human beta2-adrenergic receptor; AID 1347077; 44,000 tested, under 10 active; Potency, µM (titrated, usually from 46.1 µM), without a hit: at the highest dose activation, hits mostly activators; P07550; HTLA Tango cells, beta-arrestin recruitment, luciferase luminescence, 18 h;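 further: potency means the concentration at half of the fitted maximal effect; 0% = DMSO and full agonism = EC100 isoproterenol or metaproterenol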
Target sequence (P07550 whole entry, looked up): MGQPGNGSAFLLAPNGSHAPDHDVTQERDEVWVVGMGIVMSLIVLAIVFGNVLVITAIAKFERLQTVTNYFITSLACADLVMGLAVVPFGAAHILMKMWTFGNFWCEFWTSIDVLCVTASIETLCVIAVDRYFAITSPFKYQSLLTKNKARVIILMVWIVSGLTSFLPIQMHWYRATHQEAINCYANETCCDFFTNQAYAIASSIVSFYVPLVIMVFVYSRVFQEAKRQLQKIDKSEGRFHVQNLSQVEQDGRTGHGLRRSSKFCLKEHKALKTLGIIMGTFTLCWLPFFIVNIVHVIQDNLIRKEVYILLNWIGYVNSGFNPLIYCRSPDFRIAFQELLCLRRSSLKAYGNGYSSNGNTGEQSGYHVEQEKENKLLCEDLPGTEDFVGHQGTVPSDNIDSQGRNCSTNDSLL
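Luminescence read-out: arrestin recruitment to recombinant beta2-AR releases tTA, inducing luciferase. Cells exposed 18 hr at 37 degrees C to up to 46 microM compound; %Activity from corrected signal, concentration-response curves classified by r2, magnitude and efficacy.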
Starred values were filed as active, the others as inactive; ? = inconclusive; · = no result given. The call rests on the fitted dose curve; in most records, active means well fitted curve in the direction sought with a large enough effect; inconclusive means small, poorly fitted or top-dose-only effect, or another doubt; inactive means no such curve, though single readings can be large; an effect the other way counts as inactive or inconclusive.

SMILES	p53null 32C tox	PTAP-TSG101 blk	NTMT1 inhibitor	GALK inh	FH mod	p53null 39C tox	B2AR arrestin ag
COc1ccc(CCNC(=O)c2c3c(nc4ccccc24)C(=O)N(C2CCCCC2)C3)cc1OC	-9%	1%	-10%	-1%	2%	0%	0%
Cc1nn(-c2ccccc2)c2sc(C(=O)Nc3cccc(Br)c3)cc12	?	2%	-2%	2%	?	-17%	0%
Cc1ccccc1OCc1nc2c3cnn(-c4cccc(F)c4)c3ncn2n1	-9%	-2%	1%	9%	-3%	-14%	0%
COc1ccc(C)cc1NC(=O)C1CCN(S(=O)(=O)c2cc(Br)cc3c2N(C(C)=O)CC3)CC1	4%	-2%	27%	-1%	-3%	2%	-2%
Cn1c(SCC(=O)c2ccc(F)cc2)nnc1-c1ccccc1Br	1%	1%	?	-2%	0%	-16%	-1%
Cc1ccc(NC(=O)c2c(N3CCCC3=O)c3cc(C)ccc3n2C)c(C)c1	-8%	2%	?	-2%	-14%	-6%	0%
CCOc1ccc(CC(=O)Nc2ccc3nc(N4CCCCC4)cc(C)c3c2)cc1OCC	-1%	-3%	-6%	-2%	-23%	10%	2%
Cc1ccc(C)c(N2CCN(c3nc4ccccc4c4nc(CCn5nc(C)cc5C)nn34)CC2)c1	0%	0%	20%	6%	-25%	-11%	0%
Cc1c(NC(=O)c2cc3ccccc3o2)cccc1-c1nc2ccccc2o1	-24%	2%	13%	0%	-17%	-13%	0%
CCc1ccc(NC(=O)c2sc3nc(C)c(C(=O)Nc4ccc(C)cc4C)c(-c4ccco4)c3c2N)cc1	4%	-3%	7%	5%	4%	-16%	1%
O=C(Nc1ccc2nc(SCC(=O)N3CCCC3)sc2c1)c1ccccc1	1%	-5%	-3%	2%	-2%	-17%	-3%
CCn1c(C(=O)NCCc2ccc(S(N)(=O)=O)cc2)cc2sc(Cl)cc21	-10%	-5%	8%	-3%	4%	-13%	0%
COc1cc(C2CC(=O)Nc3c2c(=O)n(C)c2ncnn32)cc(OC)c1OC (centres undefined)	-4%	-1%	3%	-2%	-4%	-20%	-2%
CC1CCCN(S(=O)(=O)c2cc(C(=O)NCc3ccccc3Cl)n(C)c2)C1 (centres undefined)	0%	0%	-23%	-2%	-3%	?	-1%
Cc1nc(N2CCOCC2)c2c(C(=O)N(C)Cc3ccccc3)c(C)oc2n1	-5%	1%	23%	2%	-12%	6%	-1%
COC(=O)c1ccccc1NC(=O)CCc1c(C)nc2c(c(C)nn2-c2ccccc2)c1C	8%	-5%	-1%	5%	-11%	0%	-3%
Cn1c(=O)c2c(nc(SCC(=O)Nc3ccc(F)cc3)n2Cc2ccccc2)n(C)c1=O	-10%	-6%	1%	7%	0%	-27%	0%
CCOC(=O)Cn1c(C2CC(=O)N(c3ccc(C)cc3)C2)nc2ccccc21 (centres undefined)	12%	-9%	?	2%	-5%	1%	-3%
Cc1cccc(N2CCN(S(=O)(=O)c3ccc4c(c3)CCCN4C(=O)C3CCC3)CC2C)c1 (centres undefined)	1%	-1%	12%	2%	-13%	-21%	0%
CCc1ccc(CNC(=O)C2COc3ccc(OC)cc3C2)cc1 (centres undefined)	-5%	-1%	-3%	-2%	5%	0%	-1%
COc1ccccc1CNC(=O)CCc1c(C)nn(-c2ccc(N3CCOCC3)nn2)c1C	7%	0%	1%	-1%	-25%	-7%	3%
COc1ccccc1N1CCN(c2csc3ccc(Cl)cc3c2=O)CC1	8%	-13%	-3%	0%	-11%	5%	-1%
CCOc1ccc(OCC)c(NC(=O)Cn2ncc3c4ccccc4n(Cc4ccccc4)c3c2=O)c1	-8%	-5%	3%	0%	-1%	?	-4%
Cn1c(=O)c2nc(SCC(=O)Nc3cc(Cl)ccc3Cl)n(C)c2n(C)c1=O	-1%	-4%	5%	-1%	-6%	9%	-3%
N#Cc1ccc(NC(=O)COCc2cc(-c3ccc4c(c3)OCO4)on2)cc1	-11%	-7%	4%	-5%	4%	-7%	1%

Further results follow.
SMILES	p53null 32C tox	PTAP-TSG101 blk	NTMT1 inhibitor	GALK inh	FH mod	p53null 39C tox	B2AR arrestin ag
Cc1ccc(N2CCN(C(=O)c3c(C)oc4nc(C)nc(N5CCCC5)c34)CC2)c(C)c1	6%	0%	-20%	0%	?	-5%	-1%
CCCC(O)c1nc2ccccc2n1CCCOc1ccc(Cl)cc1 (centres undefined)	-2%	0%	12%	1%	-5%	7%	-3%
COc1ccc(NC(=O)C2CCN(S(=O)(=O)c3c(C)noc3/C=C/c3cccs3)CC2)cc1	-6%	-2%	7%	4%	4%	-10%	0%
CCOC(=O)CN1C(C(=O)c2ccccc2)=C(OC(=O)c2ccccc2)c2ccccc2S1(=O)=O	7%	-3%	10%	8%	-17%	?	0%
COc1cn(CC(=O)Nc2cccc(C)c2)c(CN2CCCCC2)cc1=O	2%	1%	1%	0%	-1%	-6%	-1%
COc1ccc(-c2cn3nc(N4CCC(C(=O)Nc5cccc(Cl)c5)CC4)sc3n2)cc1	4%	0%	4%	5%	-6%	7%	-1%
COc1cccc(OCC(=O)NC2CC(=O)N(c3ccc4c(c3)OCCO4)C2)c1 (centres undefined)	-5%	-2%	7%	1%	5%	11%	-3%
COc1ccc(Cl)cc1NC(=O)CCC(=O)N1CCOc2ccccc21	-3%	0%	1%	-14%	-18%	11%	-2%
CCC(=O)N1CCc2cc(Br)cc(S(=O)(=O)CCC(=O)NCc3ccccc3OC)c21	0%	-1%	8%	-2%	0%	-2%	0%
Cc1ccccc1CSc1nc2c([nH]c3ccccc32)c(=O)n1C	7%	-7%	7%	3%	14%	13%	-1%
Cc1ccc(C2=Nc3ccccc3N(CC(=O)Nc3ccccc3F)C(=O)C2)cc1C	-4%	0%	-10%	0%	?	-7%	0%
CCOc1ccc(-c2cc3c(=O)n(Cc4nc(-c5ccccc5OCC)oc4C)ccn3n2)cc1Cl	-1%	2%	5%	1%	0%	-4%	0%
CC(C)c1ccc(NC(=O)c2cnc3sc(N4CCOCC4)nn3c2=O)cc1	?	-8%	?	0%	-12%	?	-1%
Cc1ccc(NC(=O)Cn2c(=O)n(Cc3ccc4c(c3)OCO4)c(=O)c3ccc(C(=O)NC4CCCCC4)cc32)c(C)c1	10%	-1%	1%	8%	-1%	27%	1%
COc1cc(Cl)c(C)cc1NC(=O)c1cnn(-c2ccc(C)cc2)c1-n1cccc1	-5%	-4%	·	2%	·	17%	-1%
COc1ccc(Nc2ncc(C(=O)N3CCN(c4cccc(Cl)c4)CC3)c3ccccc23)cc1	27%	0%	7%	0%	-13%	7%	1%
COc1cc2ccccc2cc1C(=O)Nc1ccc2oc(-c3ccc(Cl)cc3)nc2c1	0%	0%	?	1%	-25%	-25%	0%
Cc1ccc(CNC(=O)CN(c2ccc(Cl)cc2Cl)S(=O)(=O)c2ccccc2)cc1	-17%	1%	-2%	-2%	-22%	18%	0%
Cc1ccc(Cc2nc3ccccc3nc2SCC(=O)N2CCN(c3ccc(F)cc3)CC2)cc1	-12%	1%	6%	2%	-20%	-1%	0%
CNC(=O)c1ccc(CSc2nc3cccnc3n2Cc2cccc(F)c2)cc1	-21%	4%	-4%	0%	-16%	-21%	-1%
CCc1ccc(CNC(=O)c2ccc(CSc3nc4ccncc4n3Cc3ccccc3)cc2)cc1	10%	-1%	16%	-12%	-12%	-1%	-1%
CC(=O)N1c2ccccc2C(C)(c2ccc(C)cc2)CC1(C)C (centres undefined)	8%	0%	2%	3%	-5%	8%	-2%
Cc1cccc(NC(=O)CSc2nccn2Cc2ccc(F)cc2)c1C	-9%	1%	4%	-7%	-8%	23%	0%
C#CCn1c(C2CC(=O)N(c3ccc(OCC)cc3)C2)nc2ccccc21 (centres undefined)	1%	0%	3%	3%	-18%	-25%	1%
COc1ccc(CCN2C(=O)CN(C3CCCCCC3)C(=O)C2c2ccc(C)cc2)cc1OC (centres undefined)	-8%	-1%	·	2%	·	-12%	1%
CC(=O)c1c(C)n(-c2ccc(C)cc2)c2ccc(OC(=O)COc3ccccc3)cc12	9%	0%	4%	2%	-7%	12%	-2%
O=C(CSc1nccn1Cc1ccc(F)cc1)NCc1ccccc1	-2%	1%	15%	-1%	-19%	1%	1%
CCSc1nc2sc3c(c2c(=O)n1-c1ccc(C)c(Cl)c1)CCN(C(C)=O)C3	11%	-7%	-3%	2%	-7%	-2%	1%

Individual results from the list:
In B2AR arrestin ag, CC(=O)c1c(C)n(-c2ccc(C)cc2)c2ccc(OC(=O)COc3ccccc3)cc12 reads -2%
In p53null 32C tox, C#CCn1c(C2CC(=O)N(c3ccc(OCC)cc3)C2)nc2ccccc21 (centres undefined) reads 1%
In FH mod, CCC(=O)N1CCc2cc(Br)cc(S(=O)(=O)CCC(=O)NCc3ccccc3OC)c21 reads 0%
In p53null 39C tox, Cc1ccc(Cc2nc3ccccc3nc2SCC(=O)N2CCN(c3ccc(F)cc3)CC2)cc1 reads -1%
In p53null 39C tox, CCc1ccc(CNC(=O)c2ccc(CSc3nc4ccncc4n3Cc3ccccc3)cc2)cc1 reads -1%
In NTMT1 inhibitor, CCOc1ccc(-c2cc3c(=O)n(Cc4nc(-c5ccccc5OCC)oc4C)ccn3n2)cc1Cl reads 5%
In GALK inh, CC(C)c1ccc(NC(=O)c2cnc3sc(N4CCOCC4)nn3c2=O)cc1 reads 0%

Part of the list above, set out differently.
COc1ccc(Nc2ncc(C(=O)N3CCN(c4cccc(Cl)c4)CC3)c3ccccc23)cc1
  p53null 32C tox = 27%; PTAP-TSG101 blk = 0%; NTMT1 inhibitor = 7%; GALK inh = 0%; FH mod = -13%; p53null 39C tox = 7%; B2AR arrestin ag = 1%

CCCC(O)c1nc2ccccc2n1CCCOc1ccc(Cl)cc1 (centres undefined)
  p53null 32C tox = -2%; PTAP-TSG101 blk = 0%; NTMT1 inhibitor = 12%; GALK inh = 1%; FH mod = -5%; p53null 39C tox = 7%; B2AR arrestin ag = -3%

CC(C)c1ccc(NC(=O)c2cnc3sc(N4CCOCC4)nn3c2=O)cc1
  p53null 32C tox = ?; PTAP-TSG101 blk = -8%; NTMT1 inhibitor = ?; GALK inh = 0%; FH mod = -12%; p53null 39C tox = ?; B2AR arrestin ag = -1%

Screening data: PubChem BioAssay, National Center for Advancing Translational Sciences (NCATS)

Not all compounds are listed. The share of hits here may be higher or lower than overall.
